tuberculosis growth: growth inhibition of non-replicating M. tuberculosis (AID 488890) | Mycobacterium tuberculosis non-replicating, growth inhibition; higher % means a stronger effect | inhibition, % at 25 µM; hits with a dose series show IC50 in µM | 0.39% of 320,000 active; in the data active = a potency from the dose series; inconclusive = inhibition mostly from about 82% at the one dose, without a potency; inactive = the rest, 99 in 100 with inhibition below about 76%;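 note: plate controls were DMSO cells for no effect and high antibiotic wells for full effect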
H1N1 NS1A inhibition: H1N1 influenza NS1A inhibitors, functional cell based assay (AID 504329) | NS1A functional cell-based assay, percent inhibition; higher % means a stronger effect | inhibition, % at 12.5 µM, or IC50 in µM where a hit was titrated | 0.3% of 340,000 active; in the data active = a potency from the dose series; inconclusive = inhibition above about 27% without an active follow-up result; note: strong numbers were not always called active
Salmonella PhoP GFP: PhoP regulon inhibitors, Salmonella typhi PhoP promoter GFP reporter, confirmatory (AID 1850); inhibition, % at 50 µM; hits with a dose series show IC50 in µM; 0.33% of 310,000 active; Salmonella Typhi PhoP-promoter GFP reporter, fluorescence, 4 h; higher % means a stronger effect; in the data active = a potency from the dose series; inconclusive = inhibition mostly from about 25% at the one dose, without a potency; inactive = the rest, 99 in 100 with inhibition below about 19%;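 note: 0% = induced wells with vehicle and 100% = uninduced wells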
inhibitors of VEEV: inhibitors of VEEV TC-83 cytopathic effect, confirmation, Vero cells (AID 588727); 0.13% of 350,000 active; Vero cells, VEEV TC-83 cytopathic effect inhibition; higher % means a stronger effect; inhibition, % at 20 µM; hits with a dose series show IC50 in µM; in the data active = a potency from the dose series; inconclusive = inhibition mostly from about 14% at the one dose, without a potency; inactive = the rest, 99 in 100 with inhibition below about 12%; note: strong numbers were not always called active
M. tuberculosis HTS: M. tuberculosis growth inhibition, HTS (AID 449762); M. tuberculosis H37Rv growth inhibition, 7H9 media; higher % means a stronger effect; inhibition, % at 25 µM, or IC50 in µM where a hit was titrated; 0.59% of 330,000 active; in the data active = a potency from the dose series; inconclusive = inhibition above about 70% without an active follow-up result;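 note: bacterial growth assessed after seven days of incubation; strong numbers were not always called active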
inhibitors of VEEV 10K pilot screen: recorded beside inhibitors of VEEV, whose call it bears; inhibition, %; measured here: 10K pilot screen inhibition
The depositor's hits bear a star; i = inactive; ? = inconclusive; . = not tested or not shown.

SMILES	tuberculosis growth	H1N1 NS1A inhibition	Salmonella PhoP GFP	inhibitors of VEEV	M. tuberculosis HTS	others
O=C(CSc1n[nH]c(=O)n1Cc1ccco1)c1ccc(F)cc1	-3%	.	1%	i	1%
Cc1ccc(C(=O)N(C)Cc2ccc(N3CCOCC3)cc2)cc1S(=O)(=O)NCc1ccccc1	.	-4%	.	2.1%	1%
CCOc1ccccc1CNC(=O)C1CCCN(c2ncnc3c2nc2n3CCCCC2)C1 (stereo not given)	13%	5%	7%	2.8%	0%
Cc1ccc(-n2cc(CN3CCC(CO)(Cc4cccc(C(F)(F)F)c4)CC3)cn2)cc1	?	8%	12%	i	?
COc1cc(/C=N/N2CCOCC2)ccc1OCc1ccc(Cl)cc1	27%	-1%	14%	0.6%	99%
CC(=O)c1cn(Cc2ccccc2C#N)c2ccccc12	10%	13%	-12%	i	-5%
Cc1ccc(NC2=NCCC2)cc1Cl	14%	-6%	1%	0.2%	-1%	inhibitors of VEEV 10K pilot screen=0.9
COC(=O)c1ccc(/C=N\NC(=O)c2c(C)nc3ccc(Cl)cn23)cc1	-4%	2%	-6%	i	4%
CCn1c(=O)c(C(=O)CC#N)c(N)n(Cc2ccccc2)c1=O	14%	-11%	-2%	2.9%	2%
Cc1ccc2nc3n(c(=O)c2c1)-c1ccccc1C(=O)NC3Cc1ccc(O)cc1 (stereo not given)	6%	.	.	.	0%
Cc1cccc(OCCCC(=O)N2CCCc3ccccc32)c1C	57%	1%	5%	i	13%
O=C1CC(NC(=O)c2ccc(Cl)cc2)C(=O)N1 (stereo not given)	-10%	2%	2%	1.0%	-2%
CCOc1ccc(NC(=O)c2cc(C3CC3)nc3c2cnn3C(C)C)cc1OC	31%	-8%	.	2.5%	10%
COc1ccccc1C(CNC(=O)c1cccc(S(=O)(=O)Nc2ccc(F)cc2)c1)N(C)C (stereo not given)	-3%	-4%	.	1.0%	-8%
COc1cccc(NC(=O)CCN2CCC(C(N)=O)CC2)c1	-4%	-4%	1%	2.9%	-10%
COc1cccc(CNC(=O)C2CCN(S(=O)(=O)c3ccc4c(c3)NC(=O)C(C)S4)CC2)c1 (stereo not given)	39%	0%	6%	1.8%	-1%
CCCN1/C(=C(\C#N)C2=NS(=O)(=O)c3ccccc32)N(C)c2ccccc21	.	-20%	.	0.8%	.
O=C(O)Cc1ccc(NC(=O)C2CC=CCC2C(=O)O)cc1 (stereo not given)	-11%	.	-5%	.	13%
O=C(CSC1=NCCS1)NC(c1ccccc1)c1ccccc1	-5%	-6%	-6%	0.3%	-5%
O=C(NCc1ccccc1)c1ccc(CS(=O)(=O)c2ccc(Br)cc2)o1	17%	-2%	4%	2.3%	4%
O=C(COc1ccc(S(=O)(=O)NC2CCCCC2)cc1)NCCC1=CCCCC1	12%	-8%	4%	i	-7%
CCC(=O)Nc1ccc(S(=O)(=O)Nc2ccc(Cl)nn2)cc1	37%	12%	8%	i	7%
COc1ccc(C(=O)Cn2c(C)nc([N+](=O)[O-])c2Br)cc1	i	-22%	4%	8.9%	?
O=C1c2ccccc2C(=O)N1Cc1ccccc1F	8%	-3%	3%	i	3%

3 compounds from above, ordered by SMILES length, rising.
SMILES	tuberculosis growth	H1N1 NS1A inhibition	Salmonella PhoP GFP	inhibitors of VEEV	M. tuberculosis HTS	others
O=C(O)Cc1ccc(NC(=O)C2CC=CCC2C(=O)O)cc1 (stereo not given)	-11%	.	-5%	.	13%
CCOc1ccc(NC(=O)c2cc(C3CC3)nc3c2cnn3C(C)C)cc1OC	31%	-8%	.	2.5%	10%
O=C(COc1ccc(S(=O)(=O)NC2CCCCC2)cc1)NCCC1=CCCCC1	12%	-8%	4%	i	-7%

Further compounds.
SMILES	tuberculosis growth	H1N1 NS1A inhibition	Salmonella PhoP GFP	inhibitors of VEEV	M. tuberculosis HTS	others
C/C(=N/Nc1ccc(F)cc1)c1ccc(Cl)s1	23%	-5%	1%	i	?
C=CCOc1ccc(C2NC(=O)c3ccccc3O2)cc1OCC (stereo not given)	16%	27%	1%	0.4%	-3%
Cc1cccc(N(CC(=O)N2CCCC2)S(=O)(=O)c2ccccc2)c1	9%	3%	-6%	3.6%	-8%
COC(=O)C1=C(c2ccc(OC)c(OC)c2)C[C@@H]2CC[C@H]1N2C(=O)NCCCOC(C)C	-13%	-2%	.	i	-19%
O=C(CSCC(=O)NC1CCCC1)Nc1ccccc1	-12%	-7%	4%	0.1%	-5%
Cc1csc(NC(=O)C(Cl)c2ccccc2)n1 (stereo not given) (tested in a mixture with another compound)	-4%	.	-7%	0.9%	0%
CSc1ccc(C2Nc3ccccc3-c3cc(C)nn32)cc1 (stereo not given)	8%	-2%	20%	i	3%
COc1cccc(NC(=O)N2CCCCCC2)c1	-1%	-26%	-4%	0.3%	-5%
CCC(C)(C)N=C(NC#N)Nc1cccnc1	-1%	.	-17%	.	10%
O=C(CC1CCCCC1)NCc1ccc(F)cc1	56%	-1%	6%	i	-5%
CCC(C)NC(=O)C1c2ccccc2C(=O)N1Cc1cc(OC)ccc1OC (stereo not given)	3%	-16%	-7%	2.7%	-18%
CCOc1cc(C)c(S(=O)(=O)Nc2ccc(F)cc2)cc1C	11%	-10%	-1%	i	-3%
CCOC(=O)Cc1c(C)nc2cc(-c3ccc(Cl)cc3)[nH]n2c1=O	-5%	-10%	-7%	1.2%	3%
CCOC(=O)C(Cc1ccccc1)C(=O)Nc1ccccc1C (stereo not given)	0%	0%	4%	4.8%	51%
O=C(NCCc1ccccc1)C1CCN(S(=O)(=O)c2cccc3nsnc23)CC1	-9%	-1%	2%	i	2%
COC(=O)C1=C(c2cc3ccccc3o2)C[C@@H]2CC[C@H]1N2C(=O)N1CCC(O)CC1	5%	9%	4%	0.2%	2%
CS(=O)(=O)N(CCCC(=O)N1CCCCCC1)c1cccc(Cl)c1	12%	-1%	-6%	i	-4%
CN(C(=O)c1ccc(F)c(S(=O)(=O)N2CCOCC2)c1)C1CCCCC1	4%	-4%	.	0.2%	-2%
C#CCOCCOCCOCCNc1nc(N2CCN(C(=O)CCCCCCCCCCNC(=O)[C@H](CO)n3cc(CCCSC)nn3)CC2)nc(N2CCN(C(=O)CCCCCCCCCCNC(=O)[C@H](CO)n3cc(CCCSC)nn3)CC2)n1	5%	1%	-12%	0.1%	21%	inhibitors of VEEV 10K pilot screen=0.8
CCCC12CN(C(=O)c3ccco3)CC(CCC)(CN(C(=O)c3ccco3)C1)C2=O	-3%	7%	-13%	i	-6%
S=C(c1ccc(-c2cc(Cl)ccc2Cl)o1)N1CCCCC1	44%	8%	0%	0.8%	10%
CC1CCCCN1C(=O)Cn1cc(C(=O)c2ccco2)c2ccccc21 (stereo not given)	12%	2%	3%	6.0%	-1%
COCC(=O)OCc1cc2cccc(C)c2[nH]c1=O	-2%	9%	-2%	0.8%	-9%
COc1cc(OC)cc(C(=O)N=c2sc3ccccc3n2C)c1	-12%	-5%	9%	i	-15%
CCN(CC)S(=O)(=O)c1ccc(Cl)c(NC(=O)CCCCl)c1	4%	21%	23%	5.1%	9%
CCOC(=O)C1=C(N)OC2=C(C(=O)CC(C)(C)C2)C1c1ccc(CC)s1 (stereo not given)	57%	-6%	2%	4.2%	4%
CCCNC(=O)C1(CC2CC(c3ccccc3)=NO2)CCN(C(=O)OC(C)(C)C)CC1 (stereo not given)	10%	0%	1%	0.2%	-7%	inhibitors of VEEV 10K pilot screen=1.6
Cc1ccc(S(=O)(=O)N[C@@H](CC(C)C)C(=O)N2CCC(C(=O)N[C@H](C(=O)O)C(C)C)CC2)cc1	-6%	-4%	1%	i	-12%
CCOC(=O)c1cc2n(c1N)-c1ccccc1C2=O	-6%	-2%	-32%	1.9%	-7%
CCCCN(C(=O)COC(=O)COc1c(C)cc(C)cc1C)c1c(N)n(CCC)c(=O)[nH]c1=O	-14%	-5%	-2%	1.4%	-15%
CCCCCN(C(=O)CCC(=O)OCCOc1cccc(C)c1)c1c(N)n(CCCC)c(=O)[nH]c1=O	24%	2%	4%	0.8%	44%
CCOC(=O)c1c(-c2ccc(C)o2)csc1NC(=O)CN1CCN(CC)CC1	27%	-4%	16%	1.5%	-5%
COc1cc(S(=O)(=O)N2CCN=C2c2ccccc2)ccc1Cl	11%	-14%	-6%	5.7%	-9%
Cc1nc(SCC(=O)N2CCOCC2)c2c(=O)n(C)c(=O)n(C)c2n1	-6%	12%	6%	0.6%	-7%
COc1cc(-n2c(C)nc3cc(C(=O)NCc4ccco4)ccc32)cc(OC)c1OC	6%	2%	-5%	6.5%	12%
CCCCCCC1CC(CSc2ncn[nH]2)OC1=O (stereo not given)	69%	2%	7%	1.0%	-7%
Cc1ccc(C(=O)CN2C(=O)C(=O)N(Cc3ccccc3)C2=O)cc1	4%	-22%	9%	i	5%	inhibitors of VEEV 10K pilot screen=0.8
COC(=O)C1=C(c2ccc(OC(F)(F)F)cc2)C[C@@H]2CC[C@H]1N2C(=O)NC1CC1	-21%	2%	.	0.6%	-9%
C=CCNc1nc(N2CCCC2)nc2ccccc12	45%	2%	16%	7.5%	-1%
NNC(=O)Cn1c(-c2nonc2N)nc2ccccc21	3%	-2%	-7%	1.2%	3%
Nc1ccc(C(=O)OCCCc2nc3cc4ccccc4cc3[nH]2)cc1	26%	-6%	8%	>25µM*	46µM*
COc1ccccc1CNC(=O)CCC(=O)n1ncc2cc(C)ccc21	13%	26%	-4%	i	-9%
C/C=C/C(=O)N1c2ccccc2C(C)=CC1(C)C	-13%	2%	-15%	0.2%	12%
CC(C)=C1C(=O)NN(c2ccc(F)c(Cl)c2)C1=O	59%	1%	-5%	2.1%	67%
CC(=O)NC(CC(=O)NCCCn1ccc2ccccc21)c1ccccc1 (stereo not given)	2%	11%	-4%	0.7%	-11%
COc1ccc(C(=O)NC(=O)COC(=O)c2ccc(C)o2)cc1	-11%	-1%	.	1.4%	-6%
CCC1=NN(C(=O)C(=O)NCCc2ccccc2)C(O)(C(F)(F)F)C1 (stereo not given)	4%	-8%	-13%	i	4%
COc1ccc(-c2noc(C3CCCN(C(=O)CCc4ccccc4)C3)n2)cc1 (stereo not given)	2%	-1%	-6%	2.0%	2%
O=C(COC(=O)c1cc(=O)[nH]c2ccccc12)Nc1ccc(F)cc1	-3%	-4%	.	0.1%	4%
COc1ccccc1N1CCN(C(c2cccs2)C(C)NS(=O)(=O)c2ccccc2)CC1 (stereo not given)	45%	13%	3%	1.7%	2%	inhibitors of VEEV 10K pilot screen=2.5
COc1cc(NC(=O)C2CCN(c3cnccn3)CC2)cc(OC)c1OC	-3%	11%	-8%	0.7%	-3%
CCCc1c(C(=O)N/N=C/c2ccncc2)nnn1-c1nonc1N	.	-19%	.	i	.
COCCC(=O)NC12CC3CC(CC(C3)C1)C2	0%	-10%	-1%	i	-8%
CN(C)C(CNC(=O)c1cccc(S(=O)(=O)N2CCN(c3ccccc3)CC2)c1)c1ccccc1 (stereo not given)	.	6%	.	2.5%	.
CCOc1ccc2oc(C(=O)OCC(=O)NC3CCCC3)c(C)c2c1	10%	-10%	.	2.4%	-9%
Cn1c(=O)c2c(nc(SCC(=O)c3cccs3)n2Cc2ccc(F)cc2)n(C)c1=O	-2%	-15%	2%	4.6%	6%
CCOc1ccc(NC(=O)CN(C)C(=O)c2ccc(=O)[nH]c2)cc1OCC	-8%	2%	3%	3.1%	3%
Cc1ccc(NC(=S)NCC(C)CSc2ccc(Cl)cc2)cc1 (stereo not given)	?	-13%	-9%	i	4%
O=c1[nH]c(=O)n(-c2ccccc2)c(O)c1N=Nc1ccc(Br)cc1	7%	13%	3%	1.6%	-4%
CC12CCC(C(=O)Nc3ccccc3Br)(C/C1=N\O)C2(C)C (stereo not given)	17%	1%	-19%	0.9%	17%
COc1ccc(C(=O)N2CCN(Cc3ccccc3[N+](=O)[O-])CC2)cc1	14%	-2%	-2%	i	-5%
CNC(=O)CSc1nnc(-c2ccco2)n1-c1cccc(C)c1	-15%	0%	-2%	i	-6%
CCc1ccc(C(=O)COC(=O)CNC(=O)CNC(=O)Cc2ccccc2)cc1	-1%	-2%	7%	1.5%	3%

Structures above that contain a CF3 group:
SMILES	tuberculosis growth	H1N1 NS1A inhibition	Salmonella PhoP GFP	inhibitors of VEEV	M. tuberculosis HTS	others
Cc1ccc(-n2cc(CN3CCC(CO)(Cc4cccc(C(F)(F)F)c4)CC3)cn2)cc1	?	8%	12%	i	?
COC(=O)C1=C(c2ccc(OC(F)(F)F)cc2)C[C@@H]2CC[C@H]1N2C(=O)NC1CC1	-21%	2%	.	0.6%	-9%
CCC1=NN(C(=O)C(=O)NCCc2ccccc2)C(O)(C(F)(F)F)C1 (stereo not given)	4%	-8%	-13%	i	4%

No enrichment for hits; 1.4% or so of the library scored in one or more.
